# High-throughput results (PubChem BioAssay)
# SRC1 inh: SRC1 coactivator transcriptional activity inhibitors, primary screen, cell-based, luminescence. Nuclear receptor coactivator 1 (Homo sapiens), Q15788. HEK293 GAL4-SRC1 luciferase reporter. inhibition, % at 3.6 µM. 360,000 tested, 0.12% active;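 active = inhibition above the campaign mean plus 3 SD, with each screening campaign given its own cutoff, cut at about 60% in these data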;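 also: 0% = DMSO treated cells and 100% = gossypol at 36 µM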
# CF NFkB block: inhibitors of PAF-induced NF-kB signaling, primary screen, cell-based, GFP fluorescence, uHTS | inhibition, % at 5 µM | 360,000 tested, 0.86% active | AID 588850, 2011 | KKLEB NF-kB-GFP reporter, GFP fluorescence overnight;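 active = at least 50% inhibition at 5 µM, scaled per plate between neutral and stimulator controls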;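 also: PAF is a Pseudomonas aeruginosa culture filtrate used as stimulus; plate controls were PAF-stimulated DMSO wells for no effect and unstimulated DMSO wells for full effect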
# TRAIL sens C8: viability loss with TRAIL in NB7+C8 cells, primary screen, TRAIL sensitizer project, cell-based, ATPlite luminescence | inhibition (viability loss, TRAIL sensitization), % at 10 µM | 360,000 tested, 1% active;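 active = compounds causing at least 50% loss of cell viability in the single-dose screen, relative to plate controls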
# NR2F2 inh: NR2F2 transcriptional activity inhibitors, primary screen, cell-based, luciferase reporter, HEK293T, luminescence; 370,000 tested, 0.7% active; HEK293T NGFI-A luciferase reporter; inhibition, % at 8.6 µM; AID 686940, 2013; COUP transcription factor 2 (Homo sapiens), P24468;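 active = inhibition above a per-plate cutoff, mean inhibition of test wells between control levels plus 3 SD, cut at about 38% in these data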;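 also: cells cotransfected with COUP-TFII expression vector driving the NGFI-A reporter; 0% = median of COUP-TF2 test wells and 100% = reporter-only cells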
# SRC3 inh: SRC3 coactivator transcriptional activity inhibitors, primary screen, cell-based, luminescence | Nuclear receptor coactivator 3 (Homo sapiens), Q9Y6Q9 | HEK293 GAL4-SRC3 luciferase reporter | inhibition, % at 3.6 µM | 360,000 tested, 0.17% active;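 active = inhibition above a per-campaign cutoff, the mean of all compounds plus 3 SD, cut at about 60% in these data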;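 also: 0% = DMSO-treated cells and 100% = gossypol-treated cells at 36 µM; higher means less SRC3-driven luciferase light from the GAL4 reporter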
# Target sequence (Q9Y6Q9 whole entry, looked up, the tested form may be a part): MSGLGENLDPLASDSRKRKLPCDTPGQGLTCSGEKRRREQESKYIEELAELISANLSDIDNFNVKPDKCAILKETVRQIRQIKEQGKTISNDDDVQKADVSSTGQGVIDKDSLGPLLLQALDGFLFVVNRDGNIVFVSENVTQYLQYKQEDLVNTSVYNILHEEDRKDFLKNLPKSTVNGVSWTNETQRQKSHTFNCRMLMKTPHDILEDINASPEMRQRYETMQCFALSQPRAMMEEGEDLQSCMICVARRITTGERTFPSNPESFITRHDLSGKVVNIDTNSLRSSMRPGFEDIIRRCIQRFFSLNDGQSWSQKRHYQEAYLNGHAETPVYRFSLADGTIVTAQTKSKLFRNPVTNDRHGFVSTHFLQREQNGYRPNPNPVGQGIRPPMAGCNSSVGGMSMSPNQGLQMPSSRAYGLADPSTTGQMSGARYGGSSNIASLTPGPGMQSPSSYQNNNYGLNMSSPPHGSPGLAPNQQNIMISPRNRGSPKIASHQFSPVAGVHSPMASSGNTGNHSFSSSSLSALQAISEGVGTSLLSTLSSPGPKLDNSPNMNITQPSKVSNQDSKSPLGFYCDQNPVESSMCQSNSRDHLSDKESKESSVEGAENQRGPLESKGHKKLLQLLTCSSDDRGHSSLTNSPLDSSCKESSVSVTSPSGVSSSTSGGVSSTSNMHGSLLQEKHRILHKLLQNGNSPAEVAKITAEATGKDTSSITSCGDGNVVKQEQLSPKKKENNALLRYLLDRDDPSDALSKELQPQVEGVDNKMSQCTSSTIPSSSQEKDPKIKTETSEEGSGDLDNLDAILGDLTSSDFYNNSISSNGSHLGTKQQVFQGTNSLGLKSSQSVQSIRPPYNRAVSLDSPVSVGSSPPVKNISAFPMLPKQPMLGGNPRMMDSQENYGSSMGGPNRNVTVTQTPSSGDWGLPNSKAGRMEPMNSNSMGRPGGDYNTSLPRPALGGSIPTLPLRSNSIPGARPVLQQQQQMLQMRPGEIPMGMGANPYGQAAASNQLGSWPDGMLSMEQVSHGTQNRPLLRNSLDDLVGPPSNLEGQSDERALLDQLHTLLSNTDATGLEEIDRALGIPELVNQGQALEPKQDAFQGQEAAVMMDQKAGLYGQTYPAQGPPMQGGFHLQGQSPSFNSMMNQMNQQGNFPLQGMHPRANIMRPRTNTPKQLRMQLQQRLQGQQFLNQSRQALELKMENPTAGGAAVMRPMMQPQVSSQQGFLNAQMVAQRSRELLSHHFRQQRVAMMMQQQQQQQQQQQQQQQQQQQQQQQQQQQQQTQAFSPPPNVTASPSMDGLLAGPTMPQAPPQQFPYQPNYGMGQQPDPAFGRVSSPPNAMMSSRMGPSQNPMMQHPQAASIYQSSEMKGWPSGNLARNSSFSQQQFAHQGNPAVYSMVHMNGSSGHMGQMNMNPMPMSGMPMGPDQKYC
# TROY signal inh: inhibitors of TROY-driven NF-kB signaling, primary screen, Q293 LMP1-TROYcd cells, NF-kB luciferase, uHTS; Q293 LMP1-TROYcd NF-kB luciferase reporter, 4 h; AID 1347056, 2019; 360,000 tested, 0.98% active; inhibition, % at 10 µM;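 active = compounds whose plate-normalised and pattern-corrected inhibition of the luciferase reporter signal at the single screening dose is 50% or more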
# LMP1 NFkB inh: EBV LMP1-driven NF-kappaB luciferase reporter inhibitors, primary screen, cell-based, luminescence, single point; 350,000 tested, 0.69% active; inhibition, % at 12.5 µM; LMP1-induced NF-kappaB luciferase reporter cells; in the data active = inhibition above about 41%;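 also: 0% = neutral control wells and 100% = reference inhibitor control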
# KKLEB tox: cytotoxicity in KKLEB CF airway cells, primary screen, cytotoxicity control for CF NF-kB inhibitor project, cell-based, uHTS, fluorescence assay plates. KKLEB CF airway cells viability, ATPlite luminescence, overnight; hits give low values; cells stimulated with P. aeruginosa culture filtrate. activity change (cytotoxicity), % at 5 µM. 360,000 tested, 0.36% active;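 active = corrected activity change at or below -50% at 5 µM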
# NR5A2 inv ag: LRH-1 (NR5A2) inverse agonists, primary screen, cell-based, luminescence, HEK293T, StAR-luciferase reporter; AID 602396, 2012; Nuclear receptor subfamily 5 group A member 2 (Homo sapiens), O00482; LRH-1 transfected, 24 h; 360,000 tested, 0.13% active; inhibition, % at 3.6 µM;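 active = inhibition above the mean inhibition of all tested compounds plus 3 SD, cut at about 73% in these data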;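 also: 0% = DMSO wells and 100% = reporter-only cells lacking LRH-1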
# SRC2 inh: inhibition of GAL4-SRC2 driven luciferase reporter, primary screen, SRC2 inhibitor project, cell-based, luminescence. AID 651957, 2012. inhibition, % at 9 µM. 370,000 tested, 0.17% active. HEK293 GAL4-SRC2 luciferase reporter;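 active = inhibition above the mean inhibition of all tested compounds plus 3 SD, set per campaign, cut at about 52% in these data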;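 also: 0% = DMSO treated cells and 100% = cells given Gossypol at 36 µM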
# TWEAK-Fn14 inh: inhibitors of TWEAK-Fn14 signaling, primary screen, luciferase reporter cells, uHTS; AID 1159606, 2016; 360,000 tested, 2% active; inhibition, % at 10 µM; TWEAK-stimulated Fn14 reporter cells, luciferase luminescence, 8 h; in the data active = inhibition above about 50%
# * = called active by the depositor; / = no result given.
# Each structure is followed by: NR2F2 inh	LMP1 NFkB inh	CF NFkB block	TROY signal inh	TWEAK-Fn14 inh	SRC1 inh	SRC2 inh	KKLEB tox	TRAIL sens C8	NR5A2 inv ag	SRC3 inh
CC(=O)OCC1OC(Sc2cccc3cccnc23)C(OC(C)=O)C(OC(C)=O)C1OC(C)=O (stereo not drawn)
→ 6	5	4	-11	8	7	-9	-6	-4	17	14
CC1COCC(C)N1C(=O)c1cccnc1 (stereo not drawn)
→ -10	-2	-30	-11	-5	0	-63	22	-6	1	-19
Cc1cc2cc(CCNC(=O)CCc3ccccc3)c(=O)[nH]c2cc1C
→ -12	-11	-4	2	14	2	2	2	0	-7	-2
CCOc1cc2[nH]c(=S)n(CCc3ccc(OC)c(OC)c3)c(=O)c2cc1OCC
→ 10	-30	2	-1	-3	7	15	-4	-12	-22	0
O=C(NC(=S)N1CCCCC1)c1cccnc1
→ -4	0	7	-2	2	-3	-10	12	2	2	8
COc1cccc(/C=N/NC(=O)Cn2cnc3c2c(=O)n(C)c(=O)n3C)c1
→ 17	/	-4	-17	9	8	-40	10	-8	-12	12
CS(=O)(=O)N1CCC(C(=O)Nc2ccccc2Br)CC1
→ 1	-15	0	-2	3	-9	-35	6	1	0	-9
COc1ccc(CN(CC(=O)NC2CCCC2)C(=O)CCC(=O)Nc2cc(C)on2)cc1
→ 4	1	-12	16	-7	-1	-7	0	-6	19	-15
CSc1cc(CS(=O)(=O)c2ccccc2)nc(-c2ccccc2)n1
→ 9	-3	-5	-7	-21	-22	-7	-12	-9	-2	15
O=C1NC2(CCCC2)N=C1c1ccc(Cl)cc1
→ -7	-10	2	8	-2	-16	15	-3	-6	-2	-17
Cc1cc(=O)n2[nH]c(Nc3cccc(Cl)c3)nc2n1
→ -16	4	-25	-23	-35	-24	-3	0	5	-2	3
CC(=O)Nc1ccc(S(=O)(=O)NCCc2ccc(S(N)(=O)=O)cc2)cc1
→ 11	2	-4	7	-1	10	1	1	3	4	-1
COc1ccc(NC(=S)NC(=O)Cc2ccccc2)c(OC)c1
→ -1	-10	7	-21	10	4	-16	18	-12	11	3
O=C(O)CSc1nnc(-c2ccco2)o1
→ -5	0	-9	4	-5	-3	-7	12	12	9	-3
COc1cc2c(C(=O)N3CCN(c4cccc(Cl)c4)CC3)cn(CC(C)C)c(=O)c2cc1OC
→ 30	20	18	9	-6	-6	-8	-13	8	15	2
N#CCCN1CCNCC1
→ -4	2	-22	10	16	3	-19	-3	-8	11	6
O=C(NNc1nc2c(F)cccc2s1)c1cc(=O)c2ccccc2o1
→ -3	-12	4	-30	8	-13	-3	-8	16	21	-36
Clc1ccc(CSc2ccc(-c3ccco3)nn2)cc1
→ -22	-45	1	-52	-24	-15	-1	-11	9	6	-31
CN(C(=O)c1ccc(NC(=O)Cc2ccc(NC(=O)C3CCCN(C(=O)CCc4ccccc4)C3)cc2)cc1)C1CC1 (stereo not drawn)
→ 33	5	7	11	18	7	6	5	5	36	14
CCCCc1nc2sc3c(c2c(=O)[nH]1)CC(C)(C)OC3
→ 0	2	8	-21	2	-6	-48	3	-16	11	17
COC(=O)/C=C1/SC(=Nc2ccc(C)cc2C)NC1=O
→ -3	20	-4	-2	10	-17	-29	-8	-10	-1	-5
COc1cc(-c2nn3c(COc4ccccc4)nnc3s2)cc(OC)c1OC
→ -12	-1	6	-8	-32	1	-22	-18	1	-3	-15
O=C(NCC1CCCO1)C1c2ccccc2C(=O)N1Cc1ccc2c(c1)OCO2 (stereo not drawn)
→ -13	2	5	-4	3	8	1	-13	-6	8	17
Cc1ccc(NC2CCCN(C(=O)c3cn4cccc(C)c4n3)C2)cc1C (stereo not drawn)
→ 12	-2	4	11	-20	-9	-6	-5	-8	-16	11
CCc1ccc(NS(=O)(=O)c2ccc3c(c2)CCN3C(=O)CCC(=O)O)cc1
→ -16	-2	-13	-7	5	-20	3	10	3	-8	9
Cc1ccc(-c2csc3ncn(CC(=O)N4CCOCC4)c(=O)c23)cc1
→ 7	-1	4	14	-20	-6	-23	0	-2	14	6
CCCn1c(=O)c(C(=O)c2ccccc2)nc2ccccc21
→ 24	1	8	-6	1	-7	10	-6	4	-3	23
O=C(CNCc1ccccc1)NC1C2CC3CC(C2)CC1C3 (stereo not drawn)
→ 25	-2	-17	-18	-18	-22	-47	-7	-13	-28	-36
COc1ccc(CNC(=O)c2ccc(CS(=O)(=O)c3ccc(Br)cc3)o2)cc1
→ 7	-7	-26	8	-2	-1	0	8	5	4	-7
COc1ccc(Cl)cc1NC(=O)C[n+]1ccccc1
→ -19	1	-15	-4	8	8	1	0	2	16	-31
COc1ccc(C(=O)Nc2cc3c4c(c2)C(C)C(=O)N4CCC3)c(OC)c1 (stereo not drawn)
→ -13	-3	-7	-15	-35	-24	-12	-2	-15	5	-11
CC(C)C(=O)Nc1nnc(S(=O)(=O)N2c3ccccc3CC2C)s1 (stereo not drawn)
→ 6	-3	-10	-5	7	2	-2	5	6	2	-12
CC(C)(C)c1ccc(C2CC2C(=O)N/N=C\c2cc3ccccc3nc2Cl)cc1 (stereo not drawn)
→ 7	-2	-5	-3	8	-3	-1	-16	4	6	2
Nc1cc(-c2nc3ncccc3o2)ccc1Cl
→ -46	-36	-21	-32	-10	-87	-50	3	11	-69	-70
CC1=CS(=O)(=O)CC1Sc1nc(C)n[nH]1 (stereo not drawn)
→ 8	-32	-7	-2	20	16	-15	-3	-6	8	6
CCOC(=O)c1nn(-c2ccccc2)c(C)c1C(C)=O
→ 7	2	5	-19	-3	2	14	-1	-16	14	0
O=C(CSc1ccc2nnc(-c3cccs3)n2n1)N1CCOCC1
→ 2	-3	-43	7	3	3	-2	0	-2	-2	4
Cc1ccc(S(=O)(=O)N2CCN(C(=O)COC(=O)CNC(=O)c3ccc(Cl)cc3Cl)CC2)c(C)c1
→ -14	5	-30	7	3	2	-21	0	-13	25	17
COc1cccc(C2=CC(=O)CCC2)c1
→ -4	-1	28	1	7	12	8	-8	7	8	20
CCC(C)C(=O)NCCc1ccc(S(N)(=O)=O)cc1 (stereo not drawn)
→ -3	-2	9	19	15	-20	-1	3	-7	4	1
Oc1cc(Nc2cccnc2)cc2cccnc12
→ 10	-7	7	-4	4	-9	-12	5	34	30	0
O=C1NC[C@@H](Cc2ccc(O)cc2)N(CCCCC2CCCCC2)C1=O
→ 0	/	/	-9	-29	/	-3	/	-3	-2	/
CC1CC(=O)Nc2cc([N+](=O)[O-])ccc2N1 (stereo not drawn)
→ 11	10	2	21	4	8	13	4	4	-11	12
COc1ccc(S(=O)(=O)N2CCC[C@H]2C(=O)NCc2ccc(Cl)cc2)cc1
→ 8	-1	-2	-13	-4	-15	-4	-7	-10	-13	21
COc1ccc(N2CCN(CC(O)COC(c3ccccc3)c3ccccc3)CC2)cc1 (stereo not drawn)
→ -5	2	16	8	42	-5	-6	-6	-6	-3	-2
O=C(Nc1cccc2ccccc12)C(=O)C1C(=O)Nc2ccccc21 (stereo not drawn)
→ 15	-3	-1	47	22	6	10	11	12	8	0
Cc1cccc(CN2CCN(Cc3ccc(-n4cccn4)cc3)CC2CCO)n1 (stereo not drawn)
→ 4	3	7	8	-12	8	-22	-7	4	-6	4
CCCS(=O)(=O)c1c(S(=O)(=O)CCC)c2c3ccccc3ccn2c1C(N)=O
→ -6	-17	-11	-24	-3	-3	4	-13	-7	-15	3
CN(C(=O)NC1CCCCC1)[C@H]1C[C@H]2c3[nH]c4ccccc4c3CCN2C(=O)[C@H]1CO
→ -6	2	-33	6	5	8	19	7	1	16	0
Cc1ccc(CC(C)(O)CC(C)(O)Cc2ccc(C)cc2)cc1 (stereo not drawn)
→ -5	-29	-9	16	6	-9	-7	-8	-20	7	0

# Going on with the list.
# Each structure is followed by: NR2F2 inh	LMP1 NFkB inh	CF NFkB block	TROY signal inh	TWEAK-Fn14 inh	SRC1 inh	SRC2 inh	KKLEB tox	TRAIL sens C8	NR5A2 inv ag	SRC3 inh
N#CC(C#N)=Cc1c[nH]c(=O)c(C#N)c1Nc1ccccc1
→ -5	/	4	-9	-8	3	-7	7	-18	10	11
Cc1nn(-c2ccccc2)c(N2CCCC2)c1/C=N/NC(=S)Nc1ccccc1C(F)(F)F
→ 14	7	25	-14	30	2	18	-10	15	-33	16
Cc1cc(=O)[nH]c(SCC(=O)Nc2ccc(C)c(S(=O)(=O)N3CCCCC3)c2)n1
→ 1	1	11	18	-6	-27	-10	-8	-11	10	11
COc1ccc(-c2csc3ncnc(N4CCN(S(=O)(=O)c5ccc(C(C)=O)cc5)CC4)c23)cc1
→ 0	-1	35	-7	-12	-11	-11	-15	14	-6	15
Cc1ccc(CC(=O)OC(C)C(=O)NC2CCCCC2C)cc1C (stereo not drawn)
→ 16	0	-11	-20	7	-3	10	3	-10	-9	3
Cc1ccc(CN2CCC(C(=O)NCCC(C)C)CC2)o1
→ 5	4	-10	-6	4	-1	6	1	-8	1	-2
O=S(=O)(NCc1cccnc1)c1cccn1-c1ncc(C(F)(F)F)cc1Cl
→ 26	0	3	11	18	9	-5	4	14	25	4
CC(=O)Nc1nc2ccc(C(=O)NCCOC(=O)C3CCCCC3)cc2s1
→ -11	10	3	-12	-16	-17	-25	4	-8	1	1
Cc1onc(-c2ccccc2)c1CNS(=O)(=O)c1cccc(Br)c1
→ 6	-2	8	13	-2	7	-18	-8	-13	3	11
Clc1ccc(/C=C/c2nc(Cl)c(-c3ccc(Cl)cc3)c(Cl)n2)cc1
→ 3	-16	12	-14	-3	-2	-6	-2	1	13	-8
COc1ccc(CNS(=O)(=O)NCc2ccc(OC)c(OC)c2)cc1OC
→ -2	-5	-4	20	-1	18	30	10	2	-4	0
Cc1ccc2nc(-c3ccc4c(c3)OCCO4)cn2c1
→ 77*	85*	-26	78*	101*	37	70*	-85*	92*	10	39
CCOc1ccc(-n2cc(C(=O)Nc3cccc(Cl)c3)c3cc(OC)c(OC)cc3c2=O)cc1
→ 14	13	-8	1	12	6	12	4	-14	6	5
CC1CN(C(=O)CSc2nc(-c3ccccc3)cs2)CC(C)O1 (stereo not drawn)
→ -6	-4	-10	-10	14	2	9	12	-1	-7	-1
CC(=O)Nc1ccccc1C(=O)C(=O)Nc1cccc(C(=O)N2CC(C)CC(C)C2)c1 (stereo not drawn)
→ 11	-4	4	14	78*	15	16	1	-23	16	13
COc1ccc(-c2cn3ccc4ccccc4c3n2)cc1
→ -42	-81	-10	-22	35	-127	-57	-8	46	-91	-153
